WRN inhibitor = inhibitors of human WRN helicase; Q14191; WRN helicase unwinding, fluorescent forked duplex, kinetic; Potency, µM (titrated, usually from 114 µM), for inactives: top-dose activity change, negative = inhibition, hits mostly inhibitors; hit rate 0.46% among 360,000; further: potency means the concentration at half of the fitted maximal effect; on the % scale 0 is the no-effect control and ±100 the full control effect; nearly all actives have a fitted effect of over 55% in size
Target sequence (Q14191 whole entry, looked up): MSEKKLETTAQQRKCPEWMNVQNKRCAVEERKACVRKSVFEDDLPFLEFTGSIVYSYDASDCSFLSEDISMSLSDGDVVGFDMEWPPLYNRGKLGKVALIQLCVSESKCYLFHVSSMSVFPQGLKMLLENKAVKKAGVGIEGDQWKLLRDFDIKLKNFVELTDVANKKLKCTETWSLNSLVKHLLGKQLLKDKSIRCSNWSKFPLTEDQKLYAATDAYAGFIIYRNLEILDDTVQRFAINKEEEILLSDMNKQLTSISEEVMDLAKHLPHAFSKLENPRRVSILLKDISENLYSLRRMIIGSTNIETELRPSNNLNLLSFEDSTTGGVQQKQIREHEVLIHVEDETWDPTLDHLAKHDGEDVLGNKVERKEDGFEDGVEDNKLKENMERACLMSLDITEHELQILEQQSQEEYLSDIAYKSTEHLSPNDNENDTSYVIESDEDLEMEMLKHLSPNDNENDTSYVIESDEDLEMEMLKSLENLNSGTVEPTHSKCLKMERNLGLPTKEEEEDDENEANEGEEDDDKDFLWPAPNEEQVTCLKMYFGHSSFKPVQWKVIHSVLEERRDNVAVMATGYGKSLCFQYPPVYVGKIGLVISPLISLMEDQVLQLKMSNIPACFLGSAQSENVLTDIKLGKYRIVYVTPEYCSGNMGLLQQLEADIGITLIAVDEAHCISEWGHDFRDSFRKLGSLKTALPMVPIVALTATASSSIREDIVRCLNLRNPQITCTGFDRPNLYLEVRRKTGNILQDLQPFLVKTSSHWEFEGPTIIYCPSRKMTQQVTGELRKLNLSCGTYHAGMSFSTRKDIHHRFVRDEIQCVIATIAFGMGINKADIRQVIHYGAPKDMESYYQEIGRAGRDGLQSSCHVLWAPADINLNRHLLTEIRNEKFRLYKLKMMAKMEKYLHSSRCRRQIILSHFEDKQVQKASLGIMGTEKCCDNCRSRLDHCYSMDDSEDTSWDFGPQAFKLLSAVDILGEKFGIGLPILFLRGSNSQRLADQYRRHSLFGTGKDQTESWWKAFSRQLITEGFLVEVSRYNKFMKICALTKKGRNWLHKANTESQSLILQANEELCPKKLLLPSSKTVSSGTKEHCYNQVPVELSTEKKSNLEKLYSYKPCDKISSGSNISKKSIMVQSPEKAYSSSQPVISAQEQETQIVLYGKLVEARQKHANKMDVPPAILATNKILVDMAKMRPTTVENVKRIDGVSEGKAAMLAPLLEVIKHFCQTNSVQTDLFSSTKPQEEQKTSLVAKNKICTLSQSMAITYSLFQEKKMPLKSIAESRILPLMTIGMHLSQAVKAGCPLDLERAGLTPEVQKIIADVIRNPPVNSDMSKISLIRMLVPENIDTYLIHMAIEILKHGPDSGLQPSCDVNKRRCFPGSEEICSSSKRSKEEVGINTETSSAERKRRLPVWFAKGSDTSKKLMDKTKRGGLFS
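Screening of the MLSMR collection measured strand separation of a quenched forked DNA duplex (100 nM) by 20 nM WRN with 2 mM ATP, all final. Compounds were preincubated with enzyme 15 min at room temperature.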
KB-V1 cytotox = kills drug-selected multidrug resistant KB-V1 cells; KB-V1 MDR cells viability, CellTiter-Glo, 72 h; Potency, µM (series often up to 46.1 µM), inactives show top-dose activity change, negative = cytotoxicity, most hits filed as cytotoxic; AID 1347076; hit rate 3.4% among 400,000; further: potency means the concentration at half of the fitted maximal effect; on the % scale 0 is the no-effect control and ±100 the full control effect; nearly all actives have a fitted effect of over 60% in size
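qHTS viability screen in drug-selected KB-V1 MDR cells: 72 h compound treatment at 37 degrees C, ATP luminescence end point.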
HT1080 IDH1KD tx = kills HT-1080 cells with IDH1 knockdown; Potency, µM (titrated, usually from 46.1 µM), for the others: at the highest dose activity, negative = toxicity, most hits filed as cytotoxic; hit rate 2% among 360,000; HT-1080 IDH1 knockdown viability, ATP luminescence, 48 h;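 further: potency means the concentration at half of the fitted maximal effect; 0% = DMSO wells and -100% = cell-free medium wells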
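CellTiter-Glo luminescence after 48 h compound exposure at 37 degrees C of IDH1-knockdown HT-1080 cells in 5% FBS RPMI. %Activity scaled between DMSO wells and cell-free media wells, with curves fitted and assigned curve classes.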
HT1080NT lethal = kills 2HG-producing HT-1080-NT fibrosarcoma cells; HT-1080-NT fibrosarcoma viability, CellTiter-Glo ATP luminescence, 48 h; Potency, µM (series often up to 46.1 µM), inactives show at the top dose activity, negative = less viability, actives largely listed as cytotoxic; hit rate 1.6% among 360,000; AID 686970;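 further: NT is the 2HG producing partner of a matched IDH1 knockdown line; potency means the concentration at half of the fitted maximal effect; 0% = DMSO-treated cells and -100% = media-only wells without cells; nearly all actives have a fitted effect of over 55% in size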
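Viability of the 2HG-overproducing fibrosarcoma line after 48 hours of compound exposure at 37 degrees C was determined by luminescence with CellTiter-Glo, and concentration-effect curves were then fitted and categorized.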
KB-3-1 tox = kills parental KB-3-1 adenocarcinoma cells | KB-3-1 viability, CellTiter-Glo ATP luminescence, 72 h | Potency, µM (titrated, usually from 46.1 µM), inactives show top-dose activity change, negative = cytotoxic, most hits filed as cytotoxic | hit rate 1.4% among 400,000 | AID 1347075; further: potency means the concentration at half of the fitted maximal effect; on the % scale 0 is the no-effect control and ±100 the full control effect; nearly all actives have a fitted effect of over 60% in size
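Luminescent ATP read-out (CellTiter-Glo) measures survival of drug-naive KB-3-1 cells after 72 h compound exposure at 37 °C. Titration series was screened from lowest to highest concentration, with DMSO vehicle plates as background controls.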
ATXN2 expr inh = inhibitors of ATXN2 expression. hit rate 0.72% among 360,000. Potency, µM (doses to about 57 µM), for inactives: at the top dose activity change, negative = inhibition, actives largely listed as inhibitors. HEK-293 ATXN2-luciferase reporter, luminescence, 24 h. AID 1745845; further: potency means the concentration at half of the fitted maximal effect; on the % scale 0 is the no-effect control and ±100 the full control effect; nearly all actives have a fitted effect of over 55% in size
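qHTS (up to 57 uM final) was run with 24 h compound exposure of reporter cells at 37 °C. Each well was multiplexed: SteadyGlo luminescence measured ATXN2-luciferase expression after a fluorogenic Gly-Phe-AFC viability readout (25 uM final).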
SW480 rereplic = inducers of DNA re-replication in SW480 colon cancer cells. SW480 DNA re-replication, Hoechst DNA content imaging, 48 h. Potency, µM (highest dose often 46.1 µM), without a hit: at the top dose re-replication activation, most hits filed as activators. hit rate 1.8% among 340,000; further: potency means the concentration at half of the fitted maximal effect; % of control where 0% means no effect; nearly all actives have a fitted effect of over 55% in size
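Cells (250 per well) received 23 nL compound or DMSO by pin tool and were kept 48 hr at 37 C, 5% CO2. Nuclei were then stained with Hoechst for 40 min and scanned for DNA content.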
IL1B secr inh = inhibitors of inflammasome signaling (IL-1 beta secretion) | activity change, % at 57.5 µM | AID 743279 | THP-1 LPS/ATP IL-1B secretion, AlphaLISA, 16 h; hits give low values | hit rate 4.7% among 360,000; in the data active means activity change below about -50%; inconclusive means mostly about -30% to -49%; further: on the % scale 0 is the no-effect control and ±100 the full control effect
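Secreted IL-1B measured by AlphaLISA bead assay after 16 h compound exposure of THP-1 cells; compounds (final up to 57.5 uM) added 1 h before LPS (250 ng/mL) and ATP (1.25 mM) stimulation; lower signal means less secretion.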
MCF10A rereplic = induces DNA re-replication in MCF 10a normal breast cells; MCF 10A DNA re-replication, Hoechst nuclear intensity, 48 h; Potency, µM (top dose mostly 46.1 µM), without a hit: at the top dose activity, positive = re-replication, hits mostly activators; hit rate 2.9% among 350,000; AID 624296; further: potency means the concentration at half of the fitted maximal effect; % of control where 0% means no effect; nearly all actives have a fitted effect of over 50% in size
* marks the source's active call; other numbers are inactive results; ? = inconclusive; . = no result given; & = joins results of further samples; [ ] = remark or other dose. Unless noted, the call rests on the fitted dose curve; in most records, active means well fitted curve in the direction sought with a large enough effect; inconclusive means small, poorly fitted or top-dose-only effect, or another doubt; inactive means no such curve, though single readings can be large; an effect the other way counts as inactive or inconclusive.

smiles	WRN inhibitor	KB-V1 cytotox	HT1080 IDH1KD tx	HT1080NT lethal	KB-3-1 tox	ATXN2 expr inh	SW480 rereplic	IL1B secr inh	MCF10A rereplic
Cc1cc(N2C(=O)C(O)=C(C(=O)c3cc4ccccc4o3)C2c2ccc(Br)cc2)no1 (configuration not stated)	1.9%	1.0%	6.9%	-0.4%	3.1%	0.0%	8.1%	-15.3	?
Cc1ccc(Cl)cc1NC(=O)NCCN1CCCCC1	-32.7%	1.6%	-1.2%	-1.8%	-2.2%	-7.0%	-11.6%	-10.1	3.1%
Cc1nn(C2CCS(=O)(=O)C2)c(Cl)c1/C=C/C(=O)OCC(=O)Nc1ccccc1[N+](=O)[O-] (configuration not stated)	7.2%	-25.9%	5.7%	6.7%	4.9%	0.6%	-1.6%	8.6	1.4%
O=S(=O)([N-]c1nc2ccccc2nc1-[n+]1ccccc1)c1ccccc1	-22.0%[57.1 µM]	1.4%	-3.8%	1.9%	19.0%	-1.9%	-3.2%	12.2	0.1%
O=C(O)/C(=C\c1ccc(-c2ccccc2[N+](=O)[O-])o1)c1ccccc1	-7.0%	7.9%	-1.3%	-2.7%	0.2%	.	1.1%	18.7	14.1%
CCC(Oc1nc2ccccc2nc1-c1ccccc1NC(C)=O)C(=O)c1ccccc1 (configuration not stated)	-12.9%	?	1.6%	-8.3%	-16.4%	-14.3%	6.1%	-12.0	14.8%
c1ccc2c(c1)ncn2-c1ccc(-c2ccnc3ncnn23)cc1	?	-11.7%	-11.4%	-0.4%	?	6.9%	-4.2%	-4.2	?
COc1ccc(NC(=O)CCNS(=O)(=O)c2cccc3nsnc23)cc1OC	-3.4%	?	-0.5%	17.8%	?	-3.2%&4.0%	-9.6%&-1.2%	16.2	-11.8%&-28.8%
C=CCNC(=S)NNC(=O)c1ccc([N+](=O)[O-])cc1	8.2%[57.1 µM]	-3.9%	0.0%	10.6%	2.8%	-22.8%	-1.4%	-1.0	1.3%
CCC(C)C(=O)N1CCCC(c2nc(-c3cccs3)no2)C1 (configuration not stated)	1.5%	-23.2%	0.8%	1.4%	-3.5%	37.9%[activator]	-3.9%	-14.5	0.4%
CN(C1CCCCC1)S(=O)(=O)c1ccc(C(=O)N2CCN(c3nc4ccccc4s3)CC2)cc1	5.9%	2.59µM*	8.9%	0.4%	-13.6%	-17.4%	-3.6%	11.5	9.6%
Cc1ccc(OCCCC(=O)NCc2ccco2)cc1	12.3%	10.8%	18.0%	13.3%	2.1%	-2.0%	-2.6%	2.9	-0.2%
C=C1CC2C=C(NC(C)=O)CC(C1)C2 (configuration not stated)	11.8%	17.9%	4.7%	6.5%	-6.3%	2.7%	1.5%	10.0	-20.6%
Cc1ccc(-c2cc(C(=O)N(C)CC(=O)Nc3ccccc3Br)c3ccccc3n2)o1	-6.7%	-28.1%	-0.4%	-2.5%	3.1%	2.2%	-0.1%	?	15.2%
O=C(COc1ccc(S(=O)(=O)N2CCCC2)cc1)NCc1ccco1	-15.7%	-3.8%	-0.1%	1.4%	-2.8%	-1.8%	2.1%	-3.9	?
Cc1ccccc1C(=O)Nc1ccccc1C(=O)NCC(C)C	1.3%	-3.2%	-0.6%	-3.4%	-3.2%	-5.6%	0.1%	-19.0	7.9%
O=S(=O)(NCC(Nc1ccccc1)c1ccccc1)c1ccc(Cl)cc1 (configuration not stated)	-14.6%[57.1 µM]	20.6µM*	-10.9%	-16.3%	-14.3%	?	?	-79.2*	?
CCOC(=O)C1CCN(C=Nc2cc(C)on2)CC1	-1.9%	18.5%	20.1%	22.8%	6.8%	-2.3%	2.4%	-3.5	0.2%
O=C(CSc1nc2ccccc2c(=O)n1Cc1ccco1)Nc1cccc(O)c1	-6.7%	-20.8%	-10.4%	-14.9%	9.5%	19.4%	-0.2%	-13.3	?
CCc1ccccc1NC(=O)CNC(=O)c1cn(Cc2ccccc2)nc1-c1cccnc1	5.2%	-23.9%	-12.2%	4.3%	5.8%	3.2%	-7.2%	-13.9	-0.7%
COc1ccc(-n2nnnc2C(c2cc3ccccc3o2)N2CCN(C/C=C/c3ccccc3)CC2)cc1 (configuration not stated)	-8.2%	11.1%	-12.4%	-16.0%	0.0%	-11.9%	.	-16.1	.
COc1ccc(C(=O)NNC2CC(=O)N(Cc3ccc(Cl)cc3)C2=O)cc1OC (configuration not stated)	-8.2%	2.5%	-0.7%	-1.6%	1.4%	10.7%	-8.6%	-0.5	-4.3%
CCO[C@@H]1OC(C(=O)NCc2nc3ccccc3[nH]2)=C[C@H](C(C)(C)C)[C@H]1CCCO	-3.3%	42.1%	3.26µM*	3.26µM*	1.3µM*	3.8%	?	33.6	4.11µM*
CCOC(=O)c1oc2ccccc2c1CSc1nnnn1-c1ccc(OC)cc1	1.1%	-10.4%	0.2%	2.8%	-0.5%	3.0%	0.0%	16.8	13.6%
Cc1cccc(C=CC(=O)c2ccc(Cl)cc2)c1	-26.1%	-4.2%	-15.3%	-8.5%	?	5.5%	?	-29.5	?
CSc1ccc(CN2CCC2(C)C(=O)Nc2cccc(NS(C)(=O)=O)c2)cc1 (configuration not stated)	0.9%	?	-23.0%	-13.0%	0.0%	-7.0%	.	0.0	.
O=C(Nc1cccc(Cl)c1)N(CCN1CCOCC1)Cc1ccccc1F	-8.5%	0.0%	-3.0%	-4.3%	-0.1%	.	-8.0%	?	-0.5%
Cc1cc(C)n2nc(SCc3nnc(SCc4ccccc4C)s3)nc2n1	2.7%	20.6µM*	?	-3.3%	-28.9%	-0.4%	-19.5%	-6.9	-6.7%
COc1ccc(-c2c(C(=O)O)c(C(=O)O)c3n2CCC3)cc1	6.3%	0.5%	11.0%	17.6%	-3.2%	2.8%	-8.3%	18.5	0.8%
COc1ccc(-c2cnn(C3CCS(=O)(=O)C3)c2N)cc1 (configuration not stated)	9.9%	20.6%	11.7%	7.0%	-3.6%	6.2%	0.4%	-6.7	1.3%

Additional compounds follow.
smiles	WRN inhibitor	KB-V1 cytotox	HT1080 IDH1KD tx	HT1080NT lethal	KB-3-1 tox	ATXN2 expr inh	SW480 rereplic	IL1B secr inh	MCF10A rereplic
Cc1ccc(-c2nnn(CC(=O)N(CCO)C(C(=O)NC3CCCC3)c3ccc(F)cc3)n2)o1 (configuration not stated)	13.3%	11.8%	21.2%	17.0%	5.8%	4.4%	-129.6%[inhibitor]	0.0	-3.7%
COc1ccc(C(NC(=O)c2ccccc2F)NC(=O)c2ccccc2F)cc1	-3.6%	-1.6%	4.3%	27.3%	?	-3.4%	-0.4%	6.7	9.9%
COc1ccccc1NCCC(=O)OCC(=O)Nc1ccccc1Cl	-21.8%	.	-4.4%	-2.2%	.	-8.4%	1.9%	-12.1	-31.7%[inhibitor]
CCOC(=O)Cc1csc(SCC(=O)N(CC(C)C)c2c(N)n(Cc3ccccc3)c(=O)[nH]c2=O)n1	-1.7%	21.7%	1.5%	4.1%	1.5%	4.1%	9.6%	18.5	0.1%
S=C1COC(c2ccccc2)N1c1ccccc1 (configuration not stated)	-6.5%	0.5%	13.4%	2.2%	-2.3%	-1.7%	-13.2%	72.8	16.7%
CC(=O)Nc1ccc(OCc2cn(CC(=O)c3ccc(O)cc3)nn2)cc1	-3.3%	-5.3%	-29.7%	-3.6%	10.9%	1.3%	.	-11.7	.
CC[N+]1(CC)CC2CCC(C)(C1)C2(C)C (configuration not stated)	-7.5%	?	-3.6%	-11.8%	-1.3%	-0.5%	?	3.4	?
Cc1cc(=O)oc2c(C)c(OC(C)C(=O)NCc3ccccn3)ccc12 (configuration not stated)	-3.7%	-7.8%	-0.1%	-2.5%	-2.5%	1.9%	-3.3%	0.0	13.5%
Cc1ccc(-n2nc3c(N4CCC(C(=O)NCCc5cccs5)CC4)nnc(C)c3c2C)cc1	7.0%	4.1%	16.4µM*	?	-24.8%	?	?	-3.5	?
CSC1=N/C(=C\c2cccc(F)c2)C(=O)S1	-10.1%	12.3%	12.0%	15.3%	-2.2%	-1.9%	-5.8%	-8.1	1.3%
Cc1cc(C)cc(C(=O)N(CCc2ccccc2)C2=CC3CCC(C2)N3C)c1 (configuration not stated)	-0.3%	0.0%	-3.8%	-3.4%	-10.5%	-10.0%	2.8%	-19.1	-1.4%
COc1ccc(-c2cnc3c(NC(C)=O)cc(-c4ccccc4OC)cn23)cc1OC	-14.9%	?	25.9µM*	?	?	-31.7%	.	.	.

IL1B secr inh, entries above that show a hit
mol	WRN inhibitor	SW480 rereplic	IL1B secr inh
O=S(=O)(NCC(Nc1ccccc1)c1ccccc1)c1ccc(Cl)cc1 (configuration not stated)	-14.6%[57.1 µM]	?	-79.2*

A draw from above in order of number of heavy atoms, low to high:
smiles	WRN inhibitor	KB-V1 cytotox	HT1080 IDH1KD tx	HT1080NT lethal	KB-3-1 tox	ATXN2 expr inh	SW480 rereplic	IL1B secr inh	MCF10A rereplic
O=C(COc1ccc(S(=O)(=O)N2CCCC2)cc1)NCc1ccco1	-15.7%	-3.8%	-0.1%	1.4%	-2.8%	-1.8%	2.1%	-3.9	?
COc1ccc(C(=O)NNC2CC(=O)N(Cc3ccc(Cl)cc3)C2=O)cc1OC (configuration not stated)	-8.2%	2.5%	-0.7%	-1.6%	1.4%	10.7%	-8.6%	-0.5	-4.3%
CCC(Oc1nc2ccccc2nc1-c1ccccc1NC(C)=O)C(=O)c1ccccc1 (configuration not stated)	-12.9%	?	1.6%	-8.3%	-16.4%	-14.3%	6.1%	-12.0	14.8%

From PubChem
